# VLA-4 inh – inhibition in a human VLA-4 binding assay. VLA-4 expressing cells, ligand binding flow cytometry. inhibition, % (about 7 µM as worked out from the volumes in the protocol). actives 0.2% (n = 330,000); in the data active = inhibition above about 50%
# Bcl-xL primary – Bcl-xL (human) inhibition | inhibition, % at 10.9 µM | GST-Bcl-xL / FITC-Bim BH3 peptide fluorescence polarization | Q07817 | actives 0.7% (n = 320,000);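 active = inhibition above the mean of all tested compounds plus 3 SD, cutoff set per campaign, cut at about 30% in these data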;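 also: 0% = DMSO wells and 100% = unlabeled Bim-BH3 peptide competitor; inhibitors lower millipolarization by displacing the labeled peptide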
# GRK2 inh – blocks RNA aptamer binding to human GRK2. P25098. bead flow cytometry, FAM-aptamer displacement from GRK2. inhibition of aptamer binding, % at 10 µM. actives 0.59% (n = 330,000);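 active = inhibition of aptamer binding above 40%, roughly 3 SD of noise, on plates passing a quality check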;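 also: median bead fluorescence of bound FAM aptamer so fluorescent compounds give negative values; no value below 0 was filed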
# Fam108B counter – Fam108B inhibition, counter-screen for RBBP9 inhibitors | inhibition, % at 9.51 µM | recombinant Fam108B, FP-Rh probe fluorescence polarization | AID 1947 | actives 0.33% (n = 300,000);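 active = inhibition above the screen mean inhibition plus 3 SD, computed separately per campaign, cut at about 18% in these data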;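 also: inhibitors lower polarization as less probe binds the enzyme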
# MCL1-BIM inh – MCL1-BIM-BH3 interaction inhibition (human) | Q07820 | GST-MCL1 / FITC-Bim-BH3 fluorescence polarization | inhibition, % at 10.9 µM | actives 0.68% (n = 320,000) | AID 2057;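 active = inhibition above the mean inhibition of all tested compounds plus 3 SD, set per campaign, cut at about 40% in these data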;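 also: 0% = DMSO wells and 100% = unlabeled Bim-BH3 peptide control; higher means more loss of mP so more displacement of Bim peptide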
# Target sequence (Q07820 whole entry, looked up): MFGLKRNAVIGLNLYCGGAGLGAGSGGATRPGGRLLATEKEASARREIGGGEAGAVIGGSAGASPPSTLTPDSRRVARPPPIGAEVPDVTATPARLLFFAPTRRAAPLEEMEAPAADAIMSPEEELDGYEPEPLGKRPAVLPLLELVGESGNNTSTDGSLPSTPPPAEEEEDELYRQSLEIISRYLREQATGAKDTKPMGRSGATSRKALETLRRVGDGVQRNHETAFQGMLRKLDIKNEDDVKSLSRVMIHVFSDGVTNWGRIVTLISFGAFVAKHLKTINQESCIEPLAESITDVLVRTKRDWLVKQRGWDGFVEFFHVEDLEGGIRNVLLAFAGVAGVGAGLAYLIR
# MEX-5 binding – C. elegans MEX-5 TCR-2 RNA binding activity. activity score (negative = inhibition of binding), % at 10 µM. actives 0.38% (n = 300,000). MEX-5/FITC-TCR2 RNA binding, fluorescence polarization; hits give low values. Q9XUB2;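 active = inhibition past about -25% in most replicates, and total fluorescence under double the plate's negative control median, limit read from the data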;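 also: 0% = DMSO and -100% = 5 µM competing unlabeled TCR2 RNA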
# Target sequence (Q9XUB2 whole entry, looked up): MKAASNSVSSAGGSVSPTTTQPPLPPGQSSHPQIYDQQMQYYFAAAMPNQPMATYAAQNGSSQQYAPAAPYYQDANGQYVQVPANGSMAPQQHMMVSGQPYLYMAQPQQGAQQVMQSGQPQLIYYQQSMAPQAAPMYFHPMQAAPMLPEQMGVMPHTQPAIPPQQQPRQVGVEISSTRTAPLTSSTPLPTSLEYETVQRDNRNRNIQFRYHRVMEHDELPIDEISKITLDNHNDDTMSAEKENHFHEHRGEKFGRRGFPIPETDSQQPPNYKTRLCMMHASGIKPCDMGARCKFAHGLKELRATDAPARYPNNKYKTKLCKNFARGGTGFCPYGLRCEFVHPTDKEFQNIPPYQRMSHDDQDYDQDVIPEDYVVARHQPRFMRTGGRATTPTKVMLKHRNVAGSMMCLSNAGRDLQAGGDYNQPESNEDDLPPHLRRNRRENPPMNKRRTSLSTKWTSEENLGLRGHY
# PME-1 inh – PME-1 (human) inhibition; recombinant PME-1, FP-Rh probe fluorescence polarization; inhibition, % at 5.9 µM; actives 0.53% (n = 320,000);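 active = inhibition above the campaign mean of all compounds plus 3 SD, cut at about 26% in these data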;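 also: competitive labeling of PME-1 active site by serine hydrolase directed probe; 0% = PME-1 with DMSO and 100% = wells lacking PME-1 enzyme; inhibitors block probe labeling so polarization falls and inhibition rises; many of its hits are not listed in these tables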
# Efflux pump inh – inhibitors of Candida antifungal efflux pumps expressed in yeast. inhibition, % at 10 µM. actives 0.44% (n = 330,000). S. cerevisiae Candida pump triplex, Nile Red efflux. AID 485275;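 active = plate passing quality check with inhibition over a set limit, or well fluorescence over plate mean plus 4 SD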;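 also: Nile Red retained in pooled yeast measured as flow cytometry median fluorescence; 0% = buffer negative control and 100% = Enniatin B positive control; higher means more Nile Red kept so more efflux inhibition; some compounds called inactive have numbers as strong as hits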
# GLD-1 RNA inh – GLD-1-TGE RNA interaction inhibition (C. elegans); Q17339; purified GLD-1 + fluorescein TGE RNA, fluorescence polarization; inhibition, % at 5.96 µM; actives 0.44% (n = 320,000); AID 2280;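 active = percent inhibition above a per-plate cutoff, the plate mean of test compounds plus 3 SD, cut at about 30% in these data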;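 also: 0% = DMSO wells with GLD-1 and probe and 100% = wells lacking GLD-1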
# * marks the source's active call; other numbers are inactive results; . = not tested or not shown. Only part of the results is shown. The share of hits here may be higher or lower than overall.
SMILES,VLA-4 inh,Bcl-xL primary,GRK2 inh,Fam108B counter,MCL1-BIM inh,MEX-5 binding,PME-1 inh,Efflux pump inh,GLD-1 RNA inh
O=C(NC1CCCC1)C(c1cccnc1)N(C(=O)c1csnn1)c1ccc(F)cc1 (stereo unspecified),-1,6,0,1,9,-0.2,-5,-0.1,4
O=C(NC(=S)NCc1ccc(-c2nc3ccccc3s2)cc1)c1ccco1,45,4,5,-14,6,0.6,-6,-9.9,2
O=C1Nc2ccccc2OC1CC(=O)N1CCOCC1 (stereo unspecified),27,4,2,0,3,2.2,-1,0.0,4
CCN(CC)CCn1c(SCC(=O)NCc2ccccc2)nc2c(sc3ccccc32)c1=O,4,3,0,3,-1,1.6,-1,0.0,-8
COc1cc(CC2COC(c3ccc(O)c(OC)c3)C2COC(C)=O)ccc1O (stereo unspecified),6,3,3,5,24,.,1,0.2,6
CCOC(=O)c1c(C)n(-c2ccc(C)cc2)c2ccc(O)c(CN(C)C)c12,-5,6,0,0,-5,1.8,-3,0.3,2
CC(C)n1c(-c2ccncc2)n[nH]c1=S,1,-6,18,-2,-11,-1.3,-1,0.1,4
COC(=O)c1sc(N2C(=O)C(O)=C(C(=O)c3ccc(C)o3)C2c2ccco2)nc1C (stereo unspecified),0,6,5,3,11,-1.8,4,0.0,11
O=C(c1ccc(F)cc1)C1CCN(C(=O)c2ccc(F)cc2)CC1,-5,0,0,1,-6,0.7,-2,0.1,0
CCOc1cc(C(=O)NCCc2ccc(S(N)(=O)=O)cc2)cc(OCC)c1OCC,-4,3,2,-3,1,-0.7,3,-0.1,-2
CCOC(=O)C1=C(C)N=C2SCCC(=O)N2C1c1ccc(OC)cc1 (stereo unspecified),0,7,6,-3,3,-0.7,6,0.0,7
Cc1cc(NC(=O)c2ccc(F)cc2)n(-c2ccccc2)n1,25,0,2,0,3,0.2,0,-0.1,1
COc1ccc(NC(=O)CN(C)C(=O)CN2C(=O)NC3(CCCCC3)C2=O)cc1,19,0,0,.,-15,.,-2,0.0,2
COC(=O)[C@H](CC(C)C)NC(=O)Nc1ccc(S(N)(=O)=O)cc1,3,6,0,0,1,1.0,2,-0.2,-2
Cc1nc2ccccc2cc1O,3,4,1,-2,10,-5.2,3,0.0,6
O=C1CCC(C(=O)Nc2ccc([N+](=O)[O-])cc2)N1 (stereo unspecified),-11,-2,0,.,-4,.,2,0.2,-4
CC(=O)OCC(=O)[C@H]1CC[C@H]2[C@@H]3CC=C4C[C@@H](O)CC[C@]4(C)[C@H]3CC[C@]12C,17,2,1,2,9,-1.1,1,-0.2,2
CC1CCN(C(=O)c2ccc(S(=O)(=O)NCc3ccco3)cc2)CC1,6,0,2,-4,-4,-3.3,-9,0.4,0
CCOC(=O)c1ccc(NC(=O)CN2C(=O)CSC2=O)cc1,-3,4,1,1,3,-1.8,-6,-0.2,2
O=C(Cn1ccc(NC(=O)OCc2ccccc2)nc1=O)NCc1ccc2c(c1)OCO2,0,1,0,.,1,.,2,-0.1,7
COc1ccc(N2CCN(C(=O)COc3ccc4ccccc4c3)CC2)cc1,4,10,0,3,18,0.0,4,0.0,2
COc1cc(/C=C/C(=O)O)ccc1OCc1ccc([N+](=O)[O-])cc1,-2,4,0,1,-4,-1.1,1,-0.1,8
Cc1nn(CC(=O)Nc2cccnc2)c(C)c1[N+](=O)[O-],1,4,1,-2,3,-2.4,-5,-0.1,3
Cc1cc(C(=O)NCCN2C(=O)S/C(=C\c3cccs3)C2=O)ccc1[N+](=O)[O-],9,-7,4,7,-7,0.1,2,-0.1,-7
CCNC(=S)Nc1cccc([N+](=O)[O-])c1,13,2,0,11,5,-0.4,-1,0.1,1

# (next part)
SMILES,VLA-4 inh,Bcl-xL primary,GRK2 inh,Fam108B counter,MCL1-BIM inh,MEX-5 binding,PME-1 inh,Efflux pump inh,GLD-1 RNA inh
CCOc1ccccc1-n1nnnc1SCC(=O)N1CCCC1=O,-10,.,1,.,.,.,.,-0.1,3
COc1ccc(Nc2nc(N)nc(CSC(=S)N3CCC(C)CC3)n2)cc1,-3,1,0,6,9,3.5,5,0.0,6
CCN(CC)CCCNc1cc(C)nc2cc(-c3cccs3)nn12,0,6,0,0,-2,0.3,-1,0.1,3
Cc1ccc(C(=O)COC(=O)c2cccs2)cc1,2,-6,2,2,-4,-0.7,2,0.1,18
Cc1ccc(C(=O)OCC(=O)N2C(C)CCCC2C)cc1S(=O)(=O)N1CCCCC1 (stereo unspecified),6,1,0,-1,-1,0.3,2,0.0,1
O=C(Nc1cccc(O)c1)c1ccc(C(F)(F)F)cc1,-3,7,1,2,10,-2.3,-2,-0.1,0
Cc1cc(C)n(C(=O)CNC(=O)CCc2ccccc2)n1,2,0,0,0,2,-0.3,0,0.2,3
Cc1ccccc1NS(=O)(=O)c1ccc2c(c1)NC(=O)CO2,-9,2,4,-1,7,-0.6,-1,-0.2,-1
CCc1nnc2n1N=C(c1ccc(Cl)cc1)CS2,-9,-16,1,-1,-20,0.4,1,0.1,-21
COc1ccc(CCN2CC(C(=O)NCCc3cccnc3)CCC2=O)cc1 (stereo unspecified),2,.,1,.,.,-3.0,.,0.0,.
CCSc1nc2c(c(-c3ccc(C)o3)c1C#N)CCCC2,4,4,0,0,4,0.5,-8,0.0,14
CCn1c(=O)c(C(=O)NCCNCCO)c(O)c2ccccc21,9,-1,0,7,-3,3.5,10,0.1,2
Cn1c(N2CCN(C(c3ccccc3)c3ccccc3)CC2)nc2c1c(=O)[nH]c(=O)n2C,-2,4,0,-1,-2,0.0,-4,0.1,-5
Clc1ccc(OCc2cc(-c3ccccc3)no2)cc1Cl,18,4,0,-10,4,2.1,-16,0.2,2
CN1CCC(N(C)C(=O)CCc2nc3ccccc3n2-c2ccccc2)CC1,4,5,0,3,4,0.6,2,0.0,8
Cn1c(=O)oc2cc(S(=O)(=O)Nc3ccccc3O)ccc21,-3,.,1,.,.,0.4,.,0.0,.
CCN(CC(=O)Nc1ccc(NC(C)=O)cc1)C(=O)c1ccccc1SCc1c(C)noc1C,0,4,0,-5,5,-0.3,-4,0.0,2
Cc1cc(NC(=O)CSc2ncccn2)no1,-6,-1,0,-3,6,-12,1,0.0,-2
CC1CCN(CCCn2c(=S)[nH]c3ccccc3c2=O)CC1,-16,1,0,6,4,0.0,0,-0.1,-2
CCOC(=O)C1CCN(C(=O)COc2ccc(Cl)cc2C)CC1,6,-4,0,4,-5,2.6,-2,0.1,-3
Cc1ccnc2nc(C(=O)NC3CCCc4ccccc43)nn12 (stereo unspecified),1,4,2,6,-3,.,1,-0.1,3
Cc1cc(C)n2nc(SCC(=O)Nc3ccc(F)c(F)c3F)nc2n1,0,-1,4,.,-2,.,0,-0.1,1
O=C(NCCC(=O)N1CCN(C(=O)c2ccco2)CC1)c1ccccc1Cl,1,.,18,.,.,.,.,0.3,-1
O=S(=O)(c1ccccc1)c1ncc(C(F)(F)F)cc1O,2,1,0,-1,3,-2.6,-4,0.0,1
CC(C)=CCN1CCN(Cc2cnc(N3CCOCC3)s2)CC1CCO (stereo unspecified),1,4,3,6,0,3.6,4,0.4,0
COC(=O)c1ccc(N(CC(=O)NC2CCCCC2)C(=O)CNC(=O)c2ccco2)cc1,-9,9,0,6,12,-2.0,-1,1.5,4
CC1CCCC(C)N1C(=O)COC(=O)CCc1nc2ccccc2c(=O)[nH]1 (stereo unspecified),-5,8,0,-2,-2,1.8,1,0.1,-5

# Some of the entries so far, with two lines to a compound:
# Results follow in this order: VLA-4 inh	Bcl-xL primary	GRK2 inh	Fam108B counter	MCL1-BIM inh	MEX-5 binding	PME-1 inh	Efflux pump inh	GLD-1 RNA inh
- O=C(NC1CCCC1)C(c1cccnc1)N(C(=O)c1csnn1)c1ccc(F)cc1 (stereo unspecified)
 : -1	6	0	1	9	-0.2	-5	-0.1	4
- O=C(NC(=S)NCc1ccc(-c2nc3ccccc3s2)cc1)c1ccco1
 : 45	4	5	-14	6	0.6	-6	-9.9	2
- O=C1Nc2ccccc2OC1CC(=O)N1CCOCC1 (stereo unspecified)
 : 27	4	2	0	3	2.2	-1	0.0	4
- CCN(CC)CCn1c(SCC(=O)NCc2ccccc2)nc2c(sc3ccccc32)c1=O
 : 4	3	0	3	-1	1.6	-1	0.0	-8
- COc1cc(CC2COC(c3ccc(O)c(OC)c3)C2COC(C)=O)ccc1O (stereo unspecified)
 : 6	3	3	5	24	.	1	0.2	6
- CCOC(=O)c1c(C)n(-c2ccc(C)cc2)c2ccc(O)c(CN(C)C)c12
 : -5	6	0	0	-5	1.8	-3	0.3	2
- CC(C)n1c(-c2ccncc2)n[nH]c1=S
 : 1	-6	18	-2	-11	-1.3	-1	0.1	4
- COC(=O)c1sc(N2C(=O)C(O)=C(C(=O)c3ccc(C)o3)C2c2ccco2)nc1C (stereo unspecified)
 : 0	6	5	3	11	-1.8	4	0.0	11
- O=C(c1ccc(F)cc1)C1CCN(C(=O)c2ccc(F)cc2)CC1
 : -5	0	0	1	-6	0.7	-2	0.1	0
- CCOc1cc(C(=O)NCCc2ccc(S(N)(=O)=O)cc2)cc(OCC)c1OCC
 : -4	3	2	-3	1	-0.7	3	-0.1	-2
- CCOC(=O)C1=C(C)N=C2SCCC(=O)N2C1c1ccc(OC)cc1 (stereo unspecified)
 : 0	7	6	-3	3	-0.7	6	0.0	7
- Cc1cc(NC(=O)c2ccc(F)cc2)n(-c2ccccc2)n1
 : 25	0	2	0	3	0.2	0	-0.1	1
- COc1ccc(NC(=O)CN(C)C(=O)CN2C(=O)NC3(CCCCC3)C2=O)cc1
 : 19	0	0	.	-15	.	-2	0.0	2
